# Screening results: PubChem, National Center for Advancing Translational Sciences (NCATS)
# Lipid storage S3: qHTS Assay for Lipid Storage Modulators in Drosophila S3 Cells. lipid storage change, negative = inhibition, % at the top dose, mostly 46.1 µM; hits show Potency in µM. Drosophila S3 cells, BODIPY lipid droplet fluorescence, 18-24 h; cells fed with added oleic acid. hit rate 0.64% among 320,000; active means well fitted inhibition curve with a large enough effect in the signal ratio, with a control signal flat, not every such curve was filed as active; inconclusive means small, poorly fitted or top-dose-only effect, or effect the other way, or a change in a side signal; the % refers to the signal ratio
#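 Drosophila S3 cells loaded with oleic acid (400 uM, as added) and compounds at several concentrations; lipid droplets imaged by 488-nm laser-scanning cytometry, 500–530 nm intensity and object ratio to cell channel. Percent activity normalized to 20 uM Triacsin C.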
# Lipid storage S3 cell count max: also measured in Lipid storage S3; calls as there; cell number change, %; measured here: cell count max response;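 cells counted by Cell Tracker Red CMTPX staining in the red channel; peak over a dose series mostly up to 46.1 µM; percent activity relative to internal control wells on each plate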
# The depositor's hits bear a star; i = inactive; ? = inconclusive; / = not tested or not shown. On the % scale 0 is the no-effect control and ±100 the full control effect; potency means the concentration at half of the fitted maximal effect. A portion of the library; rates above refer to the full screens.
# Sample of the layout:
Structure,Lipid storage S3,Lipid storage S3 cell count max
COc1ccc(OCC(O)CN2CCN(c3ccc(OC)cc3)CC2)cc1 (centres undefined),14%,9
CSc1nnc(C(C)(C)C)c(=O)n1/N=C/c1ccccc1,?,/

# This part in full, from the first entry:
Structure,Lipid storage S3,Lipid storage S3 cell count max
COc1ccc(OCC(O)CN2CCN(c3ccc(OC)cc3)CC2)cc1 (centres undefined),14%,9
CSc1nnc(C(C)(C)C)c(=O)n1/N=C/c1ccccc1,?,/
O=C(OCC#CCSc1nnc(-c2cccc3ccccc23)o1)c1ccc(F)cc1,?,/
Cc1ccc(-c2nc(S(=O)(=O)c3ccc(C)cc3)c(N(C)C)o2)cc1,?,/
Cc1csc(SCC(=O)N(C)C2CCS(=O)(=O)C2)n1 (centres undefined),?,/
COCCCNC(=O)CN1C(=O)/C(=C\c2ccc(C)cc2)Sc2ccccc21,10%,5
CCOC(=O)N1CCN(c2ncnc3c2oc2nc(C(C)C)c4c(c23)CCC4)CC1,?,/
O=C(Nc1ccc(NC(=O)c2cccs2)cc1)c1cccs1,?,/
O=C(c1ccc(Sc2ccccc2)c([N+](=O)[O-])c1)N1CCOCC1,?,/
O=C(N/N=C/c1cccnc1)c1ccc2ccccc2c1O,?,/
CCCCCOc1ccc(NC(=O)CSc2cccc3cccnc23)cc1,?,/
COC(=O)NC1c2ccccc2Oc2ccccc21,5%,2
CCOC(=O)C1(CCOc2ccccc2)CCN(Cc2ccc(O)cc2)CC1,i,/
CCOc1ccc(N2C(=O)CC(N(CCc3ccc(OC)cc3)C(=O)/C=C/C(=O)O)C2=O)cc1 (centres undefined),-4%,1
NC(=O)c1ccsc1NC(=O)COC(=O)Cc1ccsc1,?,/
c1ccc(Nc2ccccc2Nc2ccccn2)nc1,0%,-19
CCOc1ccc(OCCn2c(=S)[nH]c3ccccc32)cc1,?,/
Cn1c(=S)[nH]c2sc3c(c2c1=O)CCC(C(C)(C)C)C3 (centres undefined),-27%,-4
CCOC(=O)C1(CCOC)CCN(Cc2cccc(OCc3ccccc3)c2)CC1,-5%,5
COc1ccc(CCCNC(=O)C2CCC(=O)N(Cc3ccccc3F)C2)cc1 (centres undefined),-21%,/
CC1CCCN(C(=O)c2ccc(Cl)c(S(=O)(=O)N3CCCCCC3)c2)C1 (centres undefined),?,/
Cc1ccc(C(=O)NNC(=O)c2ccc(-n3cncn3)c([N+](=O)[O-])c2)cc1,?,/
COc1ccc(NC(=O)COC(=O)C2CC(=O)N(c3ccc(OC(C)C)cc3)C2)cc1 (centres undefined),?,/
Cc1ccc(CN2CC(C(=O)NCCCSc3ccccc3)CC2=O)cc1 (centres undefined),?,/
Cc1ccc(NC(=O)c2nc[nH]c2C(=O)NCCCCCNC(=O)OC(C)(C)C)cc1,?,/
COc1cccc(/C=C(/C#N)c2ccc(Cl)cc2)c1OCc1cccc(C(=O)O)c1,-4%,10
COc1ccc(CSc2nc(C)cc(=O)[nH]2)cc1Br,i,-16
COc1ccc(OC(C)C(=O)N2CCCc3ccccc32)cc1 (centres undefined),?,/
CC(OC(=O)COc1ccccc1[N+](=O)[O-])C(=O)Nc1ccc(N2CCOCC2)cc1 (centres undefined),3%,/
CCCN1CCN(C(=O)c2ccc(CS(=O)c3ccc(Cl)cc3)o2)CC1 (centres undefined),?,/
COC(=O)CSc1nc(SCc2ccccc2Cl)nc2c1CCCC2,23%,/
O=C(NCCNC(=O)c1cc(Cl)ccc1Cl)c1ccccn1,?,/
COc1ccc(C(=O)CSc2nc3ccc([N+](=O)[O-])cc3[nH]2)cc1,1%,-2
COc1cccc(NC(=O)N2CCN(c3nnnn3-c3ccccc3)CC2)c1,?,/
COC(=O)c1cc(NC(=O)CC2NCCNC2=O)cc(C(=O)OC)c1 (centres undefined),8%,-9
O=C1CC(c2ccccc2Cl)Cc2c1cnn2-c1nc2ccccc2s1 (centres undefined),-2%,-5
CC(C)(C)NC(=O)C(c1ccccc1)N(Cc1cccs1)C(=O)c1csnn1 (centres undefined),-19%,-9
O=C(c1cccc(S(=O)(=O)N2CCc3ccccc32)c1)N1CCN(c2ccccc2)CC1,?,/
CN(C)C(CNC(=S)Nc1ccccc1)c1cccnc1 (centres undefined),-2%,20
Cc1ccc(CSc2nc3ccccc3c(=O)n2Cc2ccco2)cc1,-6%,-10
C=CCSc1nc(=O)n2ccc(C)cc2n1,0%,22
CC(C)CNC(=O)CO/N=C/c1ccccc1Cl,?,/
CC(C)(C)n1ncc2c(=O)n(CC(=O)Nc3ccc4c(c3)OCO4)cnc21,?,/
CC(=O)Oc1c(S(=O)(=O)c2ccccc2)c(C)nn1C(C)(C)C,?,/
CCc1ccc(C(=O)OCC(=O)N(CC)c2c(N)n(Cc3ccccc3)c(=O)[nH]c2=O)cc1,-5%,11
Cc1cccc(C)c1NC(=O)NC1(C(=O)N2CCN3CCCC3C2)CCCCC1 (centres undefined),?,/
COC1C=CC(CNC(=O)c2cc3c(=O)n4cccc(C)c4nc3n2C)(OC)O1 (centres undefined),-1%,22
Cn1cnnc1SCC(=O)NCCc1ccccc1,?,/
CC(C)CC(=O)Nc1ccc(C(=O)Cn2nc(C(=O)O)c3ccccc3c2=O)cc1,i,/
COc1ccc(-c2cc(C)no2)cc1S(=O)(=O)N1CCOc2ccc(Cl)cc21,?,/
COc1ccc(CSc2nc3nc(C)cc(C)n3n2)cc1F,15%,2
Cc1ccc(-n2ncc(C#N)c2/N=C/N2CCCCCC2)cc1,0%,-27
Cc1noc(C)c1COc1ccc(C(=O)OC(C)C(=O)Nc2ccc(N3CCOCC3)cc2)cc1 (centres undefined),?,/
COc1cc(O)c(C(CCN2CCCC(C)C2)c2ccc(N(C)C)cc2)c(OC)c1 (centres undefined),7%,12
Nc1nonc1-n1nnc(C(=O)N/N=C/c2ccccc2)c1CN1CCc2ccccc21,?,/
O=C(OC1CCOC1=O)c1cccc(S(=O)(=O)N2CCc3ccccc3C2)c1 (centres undefined),0%,1
N#Cc1ccccc1NC(=O)c1ccccc1OCC(=O)NCc1ccco1,?,/
COc1ccc(CN(C)C(=O)Cn2ccc(NC(=O)OCc3ccccc3)nc2=O)cc1OC,?,/
Cc1cc(C)nc(N/N=C/c2ccc(Cl)cc2)n1,1%,-16
N#Cc1cc(C(=O)c2cc(Br)ccc2O)cn(Cc2ccccc2)c1=O,-8%,-1

# Carrying on:
Structure,Lipid storage S3,Lipid storage S3 cell count max
COCCN(CCOC)c1nc(N)c2c(N)nc3c(c2c1C#N)CC(=O)N3Cc1ccc(Cl)cc1,5%,-6
c1ccc2c(c1)ccc1nnc(SCc3ccc4c(c3)OCO4)n12,?,/
CNC(=O)C(NC(=O)c1ccccc1)=C(C)C,-3%,8
CCN(CC)CCCNc1cc2n(c(=O)n1)CCc1cc(OC)c(OC)cc1-2,12%,5
O=C(NCCc1csc(-c2cccnc2)n1)c1cccs1,?,/
Cc1ccc(C)c(C(=O)CN2C(=O)NC3(CCCCCC3)C2=O)c1,?,/
C/C(CC(=O)NCc1ccc(Cl)cc1)=N\NC(=O)COc1ccc(C)cc1Br,?,/
Cc1ccc(NC(=O)CN(C)C(=O)c2cccnc2Nc2cccc(C(F)(F)F)c2)cc1,?,/
CCOC(=O)/C=c1\s/c(=C\c2ccc(C(=O)OC)cc2)c(=O)n1CC(=O)Nc1ccccc1,?,/
Cc1ccc(-c2csc(NC(=O)CSc3nc4ccccc4c(=O)n3CCCN(C)C)n2)cc1,9%,0
CCn1c2c(c(=N)c3c1CCC3)CCC2,16%,15
Cc1ccc(CN2CCC(CNC(=O)C3CCCN(c4ncnc5c4nc4n5CCCCC4)C3)CC2)cc1 (centres undefined),?,/
Cc1ccc(C)c(OCCCC(C)(C)C(=O)O)c1,?,/
Cc1[nH]n(CCC#N)c(=O)c1CC(=O)N1CCN(c2ccccc2)CC1,-1%,2
O=S(=O)(Nc1ccccc1F)c1ccc(Cl)nc1,?,/
COc1ccc(N2CCN(S(=O)(=O)CCNC(=O)c3cccs3)CC2)cc1,?,/
CCOC(=O)c1ccc(N2C(=O)CC(N3CCC(C(=O)OCC)CC3)C2=O)cc1 (centres undefined),?,/
O=C(Nc1nccs1)c1cn(-c2ccccc2)nc1-c1ccccc1,?,/
CC(NC(=O)COc1ccccc1)C(c1cccs1)N1CCCC1 (centres undefined),?,/
O=Cc1cc2ccccc2nc1SCc1ccc(Cl)cc1,?,/
CN(C)S(=O)(=O)c1ccc(N2CCCC2)c(C(=O)NNC(=O)c2ccccc2)c1,?,/
O=C(Nc1ccc(Oc2ccccc2)nc1)C1CCCCN1Cc1ccco1 (centres undefined),?,/
CCOc1ccc(Br)cc1/C(C)=N\NC1=NCCN1,?,/
CCc1noc(C)c1C(=O)Nc1nc(-c2ccc(Cl)cc2Cl)c(C)s1,?,/

# Reprinted at random: two entries already listed, in no set order.
Structure,Lipid storage S3,Lipid storage S3 cell count max
CCOc1ccc(Br)cc1/C(C)=N\NC1=NCCN1,?,/
CN(C)S(=O)(=O)c1ccc(N2CCCC2)c(C(=O)NNC(=O)c2ccccc2)c1,?,/

# Further structures
Structure,Lipid storage S3,Lipid storage S3 cell count max
C/C(=C/C(=O)O)C(=O)Nc1cccc(C(F)(F)F)c1,2%,8
Cc1ccc(NC(=O)COC(=O)[C@H](C)NC(N)=O)c(C)c1,?,/
Cc1ccc(S(=O)(=O)N2CCC(C(=O)N[C@H](C(=O)NCC3CCCO3)C(C)C)CC2)cc1 (some centres undefined),8%,-6
COc1ccc(CN2C(=O)C(Cc3ccccc3)Nc3ncnc(N4CCCCC4)c32)cc1 (centres undefined),7%,/
O=C(O)c1cccc(NS(=O)(=O)c2ccc3c4c(cccc24)C(=O)N3)c1,?,/
COc1ccc(NC(=O)Cn2nnc(-c3ccc(CN4CCOCC4)cc3)n2)c(OC)c1,18%,0
CCN(Cc1ccccc1)C(=O)C1CCN(S(=O)(=O)c2ccc3c(c2)OCCO3)CC1,-6%,19
O=C1c2ccccc2NC(c2ccc(-c3cccc(F)c3)o2)N1O (centres undefined),?,/
Cc1ccc(-c2nnn(CC(=O)N(Cc3cccs3)C(C(=O)NCC3CCCO3)c3ccco3)n2)o1 (centres undefined),?,/
COc1ccccc1NC(=O)c1ccc(Br)c(S(=O)(=O)N2CCCC2)c1,i,5
O=C1CSC(=S)N1/N=C/c1ccc(C(F)(F)F)cc1,6%,13
COc1ccc(N=Cc2sc(O)c3ccccc23)cc1,?,/
COc1ccc(Cc2nnc(NC(=O)c3ccccc3)s2)cc1OC,?,/
Cc1ccc(Cn2c(=O)c3cccnc3n(CC(=O)Nc3cccc(C(F)(F)F)c3)c2=O)cc1,-2%,23
CCN(C(=O)COC(=O)c1c2c(nc3ccccc13)/C(=C/c1ccccc1)CC(C)C2)C1CCS(=O)(=O)C1 (centres undefined),?,/
CC1(C)CC(=O)C(C=Nc2ccc(Cl)cn2)=C(O)C1,-10%,-9
COc1ccc(-c2[nH]ncc2CN(CCO)Cc2cccs2)c(F)c1,-1%,-10
O=C(Nc1ncn[nH]1)c1cccc(F)c1,?,/
O=C(CSc1nc2[nH]ncc2c(=O)[nH]1)NCc1ccccc1Cl,?,/
CCOC(=O)Cc1csc(N/C(=N/S(=O)(=O)c2ccc(Cl)cc2)c2ccccc2)n1,?,/
COc1ccc(CC(=O)OCC(=O)Nc2ccc(Br)cc2)cc1,?,/
Cc1ccc(CO/N=C\Cc2snc(Sc3ncc(C(F)(F)F)cc3Cl)c2C#N)cc1,?,/
COC(=O)c1ccc(C(=O)N2CCCC(N3CCN(c4ccc(F)cc4)CC3)C2)nc1 (centres undefined),13%,18
CCN(CCn1cccn1)Cc1nc(Cc2cccc(F)c2)no1,9%,-3

# Complete entries, looked up by structure. Values in the order: Lipid storage S3	Lipid storage S3 cell count max
# CCN(C(=O)COC(=O)c1c2c(nc3ccccc13)/C(=C/c1ccccc1)CC(C)C2)C1CCS(=O)(=O)C1 (centres undefined) as listed: ?	/
# COc1ccc(-c2[nH]ncc2CN(CCO)Cc2cccs2)c(F)c1 as listed: -1%	-10
# Cc1ccc(Cn2c(=O)c3cccnc3n(CC(=O)Nc3cccc(C(F)(F)F)c3)c2=O)cc1 as listed: -2%	23
# Cc1ccc(CO/N=C\Cc2snc(Sc3ncc(C(F)(F)F)cc3Cl)c2C#N)cc1 as listed: ?	/
# CC1(C)CC(=O)C(C=Nc2ccc(Cl)cn2)=C(O)C1 as listed: -10%	-9

# (listing goes on)
Structure,Lipid storage S3,Lipid storage S3 cell count max
Cc1cc(N2CC(C(=O)Nc3nccs3)CC2=O)ccc1C(C)C (centres undefined),-14%,5
Cc1ccc(CNc2nc(N)c([N+](=O)[O-])c(NCCO)n2)cc1,20%,4
O=C1C2C(C(=O)N1/N=C/c1cc([N+](=O)[O-])ccc1O)C1C=CC2C12CC2 (centres undefined),-26%,5
Cc1cc(C)c2cc(CN(CC3CCCO3)C(=S)NCc3ccco3)c(=O)[nH]c2c1 (centres undefined),-21%,1
CCCn1c(N)c(N(CCOC)C(=O)/C=C/c2ccc(C(=O)OC)cc2)c(=O)[nH]c1=O,-8%,-5
COc1ccccc1NC(=O)c1ccc2snnc2c1,3%,5
COc1ccc(NC(=O)CN2C(=O)CSC2=O)cc1,-19%,4
